# High-throughput results deposited in PubChem BioAssay by National Center for Advancing Translational Sciences (NCATS).
# Menin-MLL TR inh: inhibitors of human menin-MLL interaction, mutant MLL peptide | 270,000 tested, 0.23% active | Potency, µM (doses to about 61.6 µM), inactives show top-dose FP activity change, negative = inhibition, hits mostly inhibitors | O00255 | Menin + Texas Red MLL mutant peptide, fluorescence polarization; active = well fitted inhibition curve with a large enough effect in the polarisation, with a control signal flat, not every such curve was filed as active; inconclusive = small, poorly fitted or top-dose-only effect, or effect the other way, or a change in a side signal; inactive = no such curve, though single readings can be large or run the other way; the % refers to the polarisation; also: potency is read from the fitted curve at half-maximal effect; % of control where 0% means no effect; many of its hits are not listed in these tables
# KCNH2 3.1 inh: KCNH2 3.1 (human) potassium channel inhibition. AID 720553. U2OS KCNH2 3.1, thallium flux FluxOr; hits give low values. 340,000 tested, 0.95% active. activity change, % (tested at about 1.8 µM);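 active = maximum activity change below -70%; inconclusive = maximum activity change from -70% to -50%; inactive = maximum activity change above -50%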;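 also: thallium influx rate constant from kinetic fluorescence after stimulation buffer; % is scaled to controls: 0 for no effect and ±100 for the full control effect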
#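 Thallium flux via FluxOr fluorescence (Red40 quencher, 45 min loading) in U2OS cells virally expressing the KCNH2 3.1 isoform (1.77 x 10^8 /mL virus, overnight at 37 C). Rate constants from 2-min kinetic reads post-stimulation, normalised to positive and negative controls.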
# PKM2 act: increases activity of human pyruvate kinase M2 | AID 1631 | Potency, µM (top dose mostly 57.5 µM), without a hit: top-dose activation, hits mostly activators | purified PKM2, Kinase-Glo ATP luminescence, activation; response scale: 0% is enzyme alone, no compound | 260,000 tested, 0.34% active | P14618; also: potency is read from the fitted curve at half-maximal effect; % is scaled to controls: 0 for no effect and ±100 for the full control effect; nearly all actives have a fitted effect of over 55% in size
#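 Kinase-Glo luminescence reports ATP generated from ADP (0.1 mM) and PEP (0.5 mM) by purified hPK-M2 after 1 h at room temperature, pH 7.2 imidazole buffer; intermediate enzyme activity allows detecting inhibitors and activators.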
# hERG WT inh: inhibitors of human wildtype KCNH2 potassium channel. AID 720551. activity change, % at 1.84 µM. U2OS, BacMam KCNH2, thallium flux FluxOr; hits give low values. Q12809. 340,000 tested, 0.37% active;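 active = maximum activity change below -70%; inconclusive = maximum activity change between -70% and -50%; inactive = maximum activity change above -50%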; also: % is scaled to controls: 0 for no effect and ±100 for the full control effect
# Target sequence (Q12809 whole entry, looked up): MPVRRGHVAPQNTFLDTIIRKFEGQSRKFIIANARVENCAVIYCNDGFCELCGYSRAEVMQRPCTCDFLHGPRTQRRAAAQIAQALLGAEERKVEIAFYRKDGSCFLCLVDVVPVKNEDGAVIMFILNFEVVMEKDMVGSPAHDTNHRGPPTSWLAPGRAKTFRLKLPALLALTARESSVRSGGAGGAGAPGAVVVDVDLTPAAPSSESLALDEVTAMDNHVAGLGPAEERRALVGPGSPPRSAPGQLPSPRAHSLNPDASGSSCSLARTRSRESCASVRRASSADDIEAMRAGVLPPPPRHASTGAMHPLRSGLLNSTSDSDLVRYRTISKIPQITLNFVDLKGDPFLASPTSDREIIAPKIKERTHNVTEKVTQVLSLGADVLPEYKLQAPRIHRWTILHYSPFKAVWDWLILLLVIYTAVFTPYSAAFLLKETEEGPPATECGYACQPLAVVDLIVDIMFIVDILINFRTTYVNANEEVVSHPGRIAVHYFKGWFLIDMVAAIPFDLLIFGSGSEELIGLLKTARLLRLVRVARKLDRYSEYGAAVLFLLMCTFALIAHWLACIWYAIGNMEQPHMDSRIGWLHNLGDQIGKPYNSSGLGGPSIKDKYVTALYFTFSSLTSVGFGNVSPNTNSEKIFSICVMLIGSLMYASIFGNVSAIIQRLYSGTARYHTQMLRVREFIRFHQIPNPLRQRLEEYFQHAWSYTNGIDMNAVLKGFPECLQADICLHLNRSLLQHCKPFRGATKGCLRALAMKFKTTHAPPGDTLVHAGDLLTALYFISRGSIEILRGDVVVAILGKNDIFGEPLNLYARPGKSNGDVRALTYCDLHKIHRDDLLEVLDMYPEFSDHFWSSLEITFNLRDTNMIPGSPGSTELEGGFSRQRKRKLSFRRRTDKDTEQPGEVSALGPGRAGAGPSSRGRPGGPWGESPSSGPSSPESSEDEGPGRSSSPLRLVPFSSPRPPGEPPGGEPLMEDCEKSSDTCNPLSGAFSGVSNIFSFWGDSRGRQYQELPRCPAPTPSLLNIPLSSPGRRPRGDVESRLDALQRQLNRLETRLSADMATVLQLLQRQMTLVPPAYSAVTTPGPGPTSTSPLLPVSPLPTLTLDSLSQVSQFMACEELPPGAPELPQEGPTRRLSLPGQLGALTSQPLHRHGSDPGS
#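 U2OS cells transduced with wild-type KCNH2 virus are loaded with FluxOr dye for 45 min, and thallium flux is measured in kinetic reads before and after stimulation buffer. Rate constants are normalized to DMSO controls.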
# FBPA coupling cs: inhibits coupling enzyme system, counter-screen for aldolase hits; coupling enzyme system counterscreen, AmpLite Red fluorescence; activity change, negative = inhibition, % at 58.2 µM, hits read low; 290,000 tested, 0.67% active; AID 2472; in the data active = activity change below about -30%; also: % is scaled to controls: 0 for no effect and ±100 for the full control effect
#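 Activity here indicates interference with the coupling reaction, not aldolase inhibition. Compounds at 57.5 uM final met coupling enzymes for 10 min at RT; substrate and AmpLite Red detection followed, with a 525/598 nm fluorescence read after 20 min.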
# Giardia killer: Giardia lamblia killing | Giardia lamblia trophozoite viability | activity change, % at 7.66 µM, hits read low | 340,000 tested, 0.15% active; in the data active = activity change below about -80%; inconclusive = between about -30% and that limit;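 also: parasites exposed to compound for two days anaerobically before the ATP read; % is scaled to controls: 0 for no effect and ±100 for the full control effect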
#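 ATP-content bioluminescence gauges trophozoite survival. Cells (100/well) receive compound and incubate anaerobically for 48 hrs at 37 deg C; detection reagent follows for 15-30 min at room temperature.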
# B2AR arrestin: beta2AR (human) beta-arrestin recruitment activity; beta-arrestin recruitment to beta2AR, cell-based reporter; Potency, µM (top dose mostly 46.1 µM), without a hit: at the top dose activation, actives largely listed as activators; AID 492947; 330,000 tested, 0.02% active; P07550;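 also: potency is read from the fitted curve at half-maximal effect; 0% = DMSO controls and full agonism = EC100 isoproterenol or metaproterenol; nearly all actives have a fitted effect of over 65% in size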
# USP2a inh: blocks human ubiquitin-specific protease USP2a; Potency, µM (titrated, usually from 38.3 µM), inactives show top-dose activity change, negative = inhibition, actives largely listed as inhibitors; O75604; 330,000 tested, 0.01% active; USP2 core, Ub-CHOP2 coupled fluorogenic reporter, 485/531;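 also: potency is read from the fitted curve at half-maximal effect; plate controls were DMSO wells for no effect and full inhibition by NEM control for full effect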
#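 Deubiquitinase activity read as fluorescence (485/531 nm) after Ub-CHOP2 cleavage activates the enterokinase reporter on its substrate; USP2 core 10nM, Ub-CHOP2 and substrate 25nM each, 30min compound preincubation then 60min RT; data normalized to NEM, curves fitted.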
# GALK inhibitor: blocks human galactokinase activity | 270,000 tested, 0.007% active | Potency, µM (series often up to 57.5 µM), for inactives: top-dose activity change, negative = inhibition, usual class: inhibitors | Purified GALK, Kinase-Glo residual ATP luminescence | P51570; also: potency is read from the fitted curve at half-maximal effect; % is scaled to controls: 0 for no effect and ±100 for the full control effect
#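 Luminescence from leftover ATP (Ultra-Glo luciferase/luciferin) served as read-out after a 1 h room-temperature reaction of 5 nM GALK with 35 uM ATP and 100 uM galactose.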
# CXXC DNA block: blocks binding of human MLL CXXC domain to DNA | Q03164 | 290,000 tested, 0.037% active | MLL-CXXC / FITC-HOXA9 DNA fluorescence polarization | Potency, µM (highest dose often 115 µM), for inactives: at the highest dose activity change, negative = inhibition, actives largely listed as inhibitors; active = well fitted inhibition curve with a large enough effect in the polarisation, with a control signal flat, not every such curve was filed as active; inconclusive = small, poorly fitted or top-dose-only effect, or effect the other way, or a change in a side signal; inactive = no such curve, though single readings can be large or run the other way; the % refers to the polarisation; also: potency is read from the fitted curve at half-maximal effect
#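 Steps: dispense CXXC domain solution (7 uM) → pin compounds or unlabeled HOX-A9 DNA control → 5 min ambient → add FLSN-HOX-A9 solution (50 nM) → spin → 30 min ambient → fluorescence polarization. Tris pH 7.5/NaCl/DTT/BSA buffer.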
# TRPV1 ag: activates the human vanilloid receptor TRPV1; TRPV1-expressing cells, Fluo-8 calcium influx, agonist mode; 320,000 tested, 0.19% active; activation, % at 8.33 µM; AID 540275; Q8NER1; in the data active = activation above about 80%; inconclusive = between about 30% and that limit; also: 0% is about no effect
#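 Fluo-8 calcium influx in TRPV1-expressing cells, kinetic read (ex 480/em 520 nm). Compound added and read 3 min for agonist activity, followed by capsaicin at EC20 final and 2 min further read for enhancement.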
# * marks the source's active call; other numbers are inactive results; ? = inconclusive; . = not tested or not shown; [ ] = remark or other dose. Unless noted, calls follow the shape of the dose curve; as a rule, active = well fitted curve in the direction sought with a large enough effect; inconclusive = small, poorly fitted or top-dose-only effect, or another doubt; inactive = no such curve, though single readings can be large; an effect the other way counts as inactive or inconclusive.
Structure,Menin-MLL TR inh,KCNH2 3.1 inh,PKM2 act,hERG WT inh,FBPA coupling cs,Giardia killer,B2AR arrestin,USP2a inh,GALK inhibitor,CXXC DNA block,TRPV1 ag
CCN(C(=O)COC(=O)c1cc2ccccc2cc1O)C1CCS(=O)(=O)C1 (stereo not given),-11%,-25,-4%,-11,0,-13,-0.7%,-1%,2%,15%,-1
CN1CCN(C(=O)C2=C[C@@H](c3ccc(Br)cc3)C[C@@H](OCc3ccc(CO)cc3)O2)CC1,-22%,-5,1%,7,0,19,0.5%,-2%,0%,-4%,?
Cc1ccc(Cn2c(O)c(N=NC(=S)Nc3ccccc3F)c3cc(S(=O)(=O)N4CCOCC4)ccc32)cc1,?,-4,2%,-4,0,-5,-0.4%,0%,1%,-5%,0
O=C(Cn1c(=S)[nH]c2ccccc21)c1ccccc1,-13%,-14,-13%,4,0,36[activator],2.8%,-2%,3%,2%,4
COc1ccc(C(=O)NCc2cccnc2)cc1S(=O)(=O)N1CCOCC1,21%,0,2%,12,4,-14,-0.9%,-1%,-1%,-3%,1
COc1ccc(OC)c(NC(=O)C2CC(=O)N(Cc3ccco3)C2)c1 (stereo not given),.,10,.,1,.,19,-0.6%,6%,.,.,2
O=C(NCCNCCO)C1(C(F)(F)F)C/C(=C\CCO)CCCO1 (stereo not given),-3%,4,.,3,3,?,.,.,.,.,.
CCOc1ccc(C(=O)NCCN2CCOCC2)cc1,9%,-2,4%,0,0,-10,-0.5%,0%,-2%,1%,-2
COc1ccc(C2C(C#N)=C(N)N(c3ncn[nH]3)C3=C2C(=O)CCC3)cc1 (stereo not given),-1%,-13,10%,16,-3,-19,-0.4%,-1%,0%,1%,0
CCN(CC)CCn1c2ccccc2c2nc(C)sc21,4%,21,-6%,-9,0,21,0.1%,2%,0%,0%,2
Cc1cc(=O)[nH]c(SCC(=O)Nc2cccc(C(F)(F)F)c2)n1,17%,5,-1%,-4,14,-11,-0.5%,5%,-3%,-5%,3
C=CCOc1ccc(/C=N/NC(=O)CN2CCOCC2)cc1OCC,-10%,-7,0%,-13,1,5,0.0%,0%,-2%,0%,6
Cc1ccc(C(=O)NCC(c2ccco2)N2CCc3ccccc3C2)cc1 (stereo not given),.,14,.,2,.,-16,0.3%,8%,.,.,24
Cc1cc(C)nc(/N=C(\N)Nc2cccc(OCc3ccccc3)c2)n1,.,?,-5%,2,0,32[activator],0.0%,1%,11%,8%,18
O=C(Cn1c(NCCO)nc2ccccc21)NCCc1ccc(F)cc1,0%,0,-12%,0,-1,3,-0.8%,1%,5%,-10%,5
Cc1cc(C)n(Cc2ccc(C(=O)N/N=C/c3ccc(-c4ccc([N+](=O)[O-])cc4)o3)o2)n1,?,-26,1%,17,0,4,0.4%,4%,-6%,-2%,2
Cc1ccc(S(=O)(=O)NC(=O)NCc2ccccn2)cc1,1%,14,0%,13,0,29,-0.5%,0%,-2%,9%,0
C=C1CCC[C@]2(C)C[C@H]3OC(=O)C(CNCC(C)C)[C@H]3CC12 (stereo not given in full),-29%,5,.,-3,-1,0,-0.8%,1%,-1%,-3%,-4
O=C(N/N=C/c1cn[nH]c1-c1ccc(Cl)cc1)c1ccc([N+](=O)[O-])cc1,?,-22,2%,8,-11,-6,0.1%,3%,-4%,7%,3
Cc1ccccc1NC(=O)COC(=O)c1ccc(S(=O)(=O)N2CCCC2)cc1,.,9,.,-1,.,14,-0.1%,0%,.,.,?

# Part of the list above in order of SMILES length, highest first:
Structure,Menin-MLL TR inh,KCNH2 3.1 inh,PKM2 act,hERG WT inh,FBPA coupling cs,Giardia killer,B2AR arrestin,USP2a inh,GALK inhibitor,CXXC DNA block,TRPV1 ag
Cc1cc(C)n(Cc2ccc(C(=O)N/N=C/c3ccc(-c4ccc([N+](=O)[O-])cc4)o3)o2)n1,?,-26,1%,17,0,4,0.4%,4%,-6%,-2%,2
O=C(Cn1c(NCCO)nc2ccccc21)NCCc1ccc(F)cc1,0%,0,-12%,0,-1,3,-0.8%,1%,5%,-10%,5
CCN(CC)CCn1c2ccccc2c2nc(C)sc21,4%,21,-6%,-9,0,21,0.1%,2%,0%,0%,2

# Later entries:
structure | Menin-MLL TR inh | KCNH2 3.1 inh | PKM2 act | hERG WT inh | FBPA coupling cs | Giardia killer | B2AR arrestin | USP2a inh | GALK inhibitor | CXXC DNA block | TRPV1 ag
COc1ccccc1NC(=O)c1ccc(C)c(S(=O)(=O)N2CCCCC2)c1 | . | -7 | 2% | -22 | . | 5 | -0.2% | -11% | -10% | -25% | ?
FC(F)(F)c1cccnc1Oc1ccc(C2=NCCS2)cc1 | . | -7 | 1% | 1 | 0 | -11 | -0.7% | 0% | -3% | 20% | .
O=C(CSc1nnc(CNC(=O)c2cccc(C(F)(F)F)c2)o1)NCC1CCCO1 (stereo not given) | . | . | 0% | 2 | . | 4 | -0.5% | 3% | -2% | -3% | 0
CC(C)N(C(=S)Nc1cccc(S(=O)(=O)N(C)C)c1)c1ccccc1 | . | 2 | -1% | 6 | 2 | 3 | 0.3% | 0% | 1% | 1% | -1
Cc1nn(-c2ccccc2)c2nc3c(cc12)C(=O)CCC3 | -18% | -38 | 0% | -7 | 5 | 61[activator] | -0.2% | 1% | 0% | 0% | -1
COC(=O)c1ccccc1NC(=O)Cn1cc(Br)cn1 | -5% | 4 | -6% | -2 | 5 | 2 | -0.1% | 2% | 2% | -4% | -3
Oc1ccc(C=NCCc2ccccc2)cc1 | 9% | 15 | . | 7 | 0 | -2 | 0.5% | -4% | -3% | 4% | -3
COc1ccc(N2C(=O)CC(NNc3ncc(Cl)cc3Cl)C2=O)cc1 (stereo not given) | 1% | -1 | . | 5 | 3 | 11 | -0.1% | 3% | 12% | 28% | 0
COc1ccc(C2C3=C(CCCC3=O)N(CC(=O)O)C3=C2C(=O)CCC3)cc1 | -10% | 15 | -4% | -11 | 2 | -9 | -0.6% | 0% | 6% | -2% | 3
CN(C)C(=S)SCC(=O)Nc1cccc(C(F)(F)F)c1 | 9% | 5 | 0% | 0 | 0 | -1 | -0.6% | -2% | 0% | 6% | 19
CC1CCc2nc3ccc(S(=O)(=O)N4CCC(C(=O)NC(C)c5ccccc5)CC4)cc3c(C(=O)O)c2C1 (stereo not given) | ? | 6 | . | 5 | -6 | -2 | 0.0% | 2% | 0% | -4% | -1
CN(/N=C/c1ccccc1O)C(=S)c1ccccc1 | 42%[activator] | -4 | 1% | 0 | 1 | 13 | -1.1% | -4% | 4% | 1% | 1
O=C(Cn1c(=O)oc2ccccc21)N1CCCC1 | 0% | 1 | . | 7 | 3 | 11 | 0.5% | 7% | 0% | -4% | 0
O=c1cc(N2CCC3(CC2)OCCO3)[nH]c(=O)n1-c1ccc(Br)cc1 | 19% | 4 | 1% | 3 | 2 | -12 | -1.7% | -1% | 0% | -1% | -1
Cc1c(Cl)c(C(F)(F)F)nn1CC(=O)NCc1ccccc1 | 8% | 0 | 2% | -2 | 2 | -2 | 0.2% | 4% | -3% | 6% | 21
CCC12CC3CC(C1)CC(C(=O)NNC(N)=O)(C3)C2 | . | -9 | ? | 1 | 2 | -7 | 0.3% | -7% | 2% | -14% | -2
Cc1cccnc1N(C(=O)Nc1cccc(Cl)c1)C1=NCC(C)(C)S1 | 0% | 8 | 2% | -3 | 0 | 9 | -0.5% | 2% | . | 0% | -2
O=C(CSc1ccccn1)Nc1ccc(N2CCOCC2)cc1 | -5% | 0 | 3% | 3 | 1 | 13 | -0.3% | 0% | 0% | 4% | 2
CCN1CCN(C(=O)c2ccc(Cl)c(S(=O)(=O)N(C)c3ccccc3)c2)CC1 | . | -2 | . | -10 | . | ? | 0.2% | 0% | . | . | 2
Cc1ccc(NC(=O)C(OC(=O)c2cc(C)oc2C)c2ccccc2)cc1 (stereo not given) | 20% | -29 | -7% | -2 | 1 | -8 | 0.1% | -1% | 1% | 4% | ?

# Some of the compounds tested. The share of hits here may be higher or lower than overall.
